From PubChem BioAssay
CHO parental Ca = ATP-evoked calcium signal inhibitors, parental CHO, primary screen, counter-screen for OX1R antagonist project, cell-based, fluorescence, Fluo-8 calcium dye; parental CHO-K1, ATP-induced calcium, Fluo-8 fluorescence; inhibition, % at 5.6 µM; actives 0.63% (n = 330,000); AID 463079, 2010;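 active means inhibition above that plate's mean sample inhibition plus 3 SD, cut at about 26% in these data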;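 further: 0% = ATP-challenged DMSO wells and 100% = DMSO wells without ATP; some compounds past the cut are filed as inactive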
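test system = CHO parental line | reagent = ATP stimulus | measured by = intracellular calcium via Fluo-8 no-wash fluorescent dye | control set = ATP and no-ATP DMSO wells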
CHRM1 agonist = human M1 muscarinic receptor agonists, primary screen, Fluo-8 calcium fluorescence, CHO-K1 cells, HTS. activation, % at 3 µM. Muscarinic acetylcholine receptor M1 (Homo sapiens), P11229. CHO-K1 hM1, agonist mode; 0% DMSO, 100% acetylcholine EC100. actives 0.33% (n = 360,000);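 active means activation above the run's mean compound activation plus 3 SD, cut at about 16% in these data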;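 further: peak over basal fluorescence ratio within a 140 s kinetic read after compound addition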
Target sequence (P11229 whole entry, looked up): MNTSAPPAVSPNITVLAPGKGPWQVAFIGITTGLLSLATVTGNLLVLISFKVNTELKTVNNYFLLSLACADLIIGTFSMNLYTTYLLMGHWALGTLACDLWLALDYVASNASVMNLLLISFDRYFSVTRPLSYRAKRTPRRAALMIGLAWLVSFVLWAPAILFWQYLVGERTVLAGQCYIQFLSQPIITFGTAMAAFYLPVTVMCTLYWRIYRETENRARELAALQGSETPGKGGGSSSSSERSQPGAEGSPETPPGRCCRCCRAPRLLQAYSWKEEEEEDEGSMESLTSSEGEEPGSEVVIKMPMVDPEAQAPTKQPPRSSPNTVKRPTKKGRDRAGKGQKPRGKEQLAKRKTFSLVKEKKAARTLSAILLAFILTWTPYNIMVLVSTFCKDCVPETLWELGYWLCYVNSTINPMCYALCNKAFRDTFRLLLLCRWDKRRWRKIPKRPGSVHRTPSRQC
M1 antag = human M1 muscarinic receptor antagonists, primary screen, CHO-K1 cells, Fluo-8 calcium fluorescence, 1536-well | actives 1.3% (n = 360,000) | AID 588852, 2011 | inhibition, % at 3 µM | CHO-K1 hM1, ACh EC80 antagonist | Muscarinic acetylcholine receptor M1 (Homo sapiens), P11229;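 active means percent inhibition above its own plate's cutoff, namely the mean of that plate's compound wells plus 3 SD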;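 further: peak over basal fluorescence ratio during 140 s after agonist addition; 0% = ACh EC80 plus DMSO and 100% = DMSO alone without agonist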
TAAR1 agonist = human TAAR1 agonists, primary screen, Fluo-8 calcium fluorescence, CHO RD-HGA16 cells; actives 0.99% (n = 360,000); activation, % at 3 µM; vehicle wells 0%, saturating PEA agonist 100%; AID 624467, 2012;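 active means activation above the mean activation of all test compounds in the run plus 3 SD, cut at about 38% in these data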
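Repeats: no replicates (n 1) | Material: CHO-derived RD-HGA16 cells with stable Gα16 and human TAAR1 | Technique: Kinetic Fluo-8 calcium fluorescence | Schedule: 17-24 h seeding, 75 min 37 °C dye, 30 min RT | Evaluation: % activation from peak over basal fluorescence ratio, DMSO-to-PEA scaled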
V1aR counter = agonists of human V1a receptor, primary screen, counter-screen for OXTR agonist project, fluorescence, CHO-V1R cells | Fluo-8 calcium fluorescence, agonist mode; 0% DMSO, 100% 3 nM vasopressin | Vasopressin V1a receptor (Homo sapiens), P37288 | actives 0.25% (n = 320,000) | activation, % at 3 µM;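 active means activation above the mean activation of all tested compounds plus 3 SD, per screening run, cut at about 20% in these data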;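 further: signal is peak over basal fluorescence ratio across a 100 second FLIPR read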
OXTR potentiator = human OXTR potentiators, primary screen, fluorescence, CHO-OTR cells, Fluo-8 calcium | Oxytocin receptor (Homo sapiens), P30559 | Fluo-8 calcium fluorescence, potentiator mode; 0% = oxytocin EC15, 100% = EC100 | activation, % at 3 µM | actives 0.061% (n = 320,000) | AID 2445, 2010;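 active means activation above that plate's cutoff, the mean activation of tested compounds plus 3 SD, cut at about 6.6% in these data, passing the limit was not always enough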;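 further: 100% uses oxytocin at 75 nM as the full agonist control; some results filed as inactive read as strong as hits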
Target sequence (P30559 whole entry, looked up): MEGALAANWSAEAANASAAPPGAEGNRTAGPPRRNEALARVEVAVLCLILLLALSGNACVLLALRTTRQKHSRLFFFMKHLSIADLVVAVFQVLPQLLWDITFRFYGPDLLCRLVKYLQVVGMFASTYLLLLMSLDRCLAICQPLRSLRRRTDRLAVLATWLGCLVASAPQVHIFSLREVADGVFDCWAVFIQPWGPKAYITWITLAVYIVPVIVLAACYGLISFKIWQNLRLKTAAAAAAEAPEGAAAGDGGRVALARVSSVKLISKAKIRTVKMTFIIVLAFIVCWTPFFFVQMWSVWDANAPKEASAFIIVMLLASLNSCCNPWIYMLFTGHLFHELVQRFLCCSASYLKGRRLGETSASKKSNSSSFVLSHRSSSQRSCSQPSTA
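Replication – single well per compound, singlicate · Assay system – CHO cell line stably expressing human OTR · Timing – 6 min pre-incubation, 100 s read · Measure – normalized max/min fluorescence ratio, % activation · Doses – 3.0 µM, one dose · Detection – Fluo-8 calcium dye fluorescence · Probe or stimulus – oxytocin near EC15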
OXTR ag = human OXTR agonists, primary screen, fluorescence, CHO-OTR cells, Fluo-8 calcium; Oxytocin receptor (Homo sapiens), P30559; Fluo-8 calcium fluorescence; normalized: DMSO 0%, oxytocin 100%; activation, % at 3 µM; actives 0.32% (n = 320,000); AID 2435, 2010;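 active means activation above the mean of all tested compounds plus 3 SD, cutoff set per screening run, cut at about 20% in these data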;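 further: peak over basal fluorescence ratio from a 100 s FLIPR kinetic read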
TAAR1 antagonist = human TAAR1 antagonists, primary screen, Fluo-8 calcium fluorescence, CHO RD-HGA16 cells | inhibition, % at 3 µM | Trace amine-associated receptor 1 (Homo sapiens), Q96RJ0 | actives 1.5% (n = 360,000) | AID 624466, 2012 | antagonist;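 active means inhibition above a per-plate cutoff, the mean inhibition of test compounds on that plate plus 3 SD, cut at about 49% in these data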;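 further: 0% = DMSO plus EC80 beta-PEA response and 100% = DMSO alone without agonist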
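Test system: hTAAR1-expressing CHO RD-HGA16 cells, Gα16-coupled; Probe or stimulus: EC80 β-phenethylamine stimulus; Compound dosing: single nominal final test compound concentration of 3 µM; Timing: 140 s kinetic read after compound, 140 s after agonist; Signal: Fluo-8 calcium-sensitive fluorescence; Measure: % inhibition of agonist calcium response; Controls: DMSO and EC80 PEA controls.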
CHRM1 PAM = human M1 muscarinic receptor positive allosteric modulators, primary screen, CHO-K1 cells, Fluo-8 calcium fluorescence, 1536-well; CHO-K1 hM1, ACh EC20; 0% = ACh EC20, 100% = maximal ACh; activation, % at 3 µM; actives 0.088% (n = 360,000); in the data active means activation above about 19%, passing the limit was not always enough
Numbers without * were called inactive; . = no result given. Compounds were not picked by outcome. About 3.7% of those tested had a hit in this group.

molecule | CHO parental Ca | M1 antag | TAAR1 antagonist | OXTR potentiator | OXTR ag | V1aR counter | CHRM1 PAM | TAAR1 agonist | CHRM1 agonist
O=S(=O)(c1cccc2nsnc12)N1CCN(C/C=C/c2ccccc2)CC1 | -13 | 0 | 24 | 3 | 0.0 | 0.1 | 6 | 2 | -6
Cc1ccc(S(=O)(=O)OCC(=O)Nc2ccc(C(=O)O)c(O)c2)cc1 | . | -8 | 4 | . | . | . | 1 | 0 | 0
O=C(Nc1nnc(C2CC2)s1)C1CCCCC1 | -4 | -5 | 8 | -5 | -0.9 | 0.0 | 7 | 0 | -7
COc1ccc(OC)c(C2C=C(c3ccc(C)c(C)c3)Nc3nnnn32)c1 (configuration not stated) | -28 | -6 | -7 | -11 | -0.7 | -0.4 | 10 | 0 | 1
CCOC(=O)Cc1csc(NC(NC(=O)OCC)(C(=O)OCC)C(F)(F)F)n1 (configuration not stated) | -8 | -10 | -17 | -12 | -1.3 | -0.2 | 13 | 0 | -1
Cc1ccc(S(=O)(=O)NCC(=O)N2CCN(c3ccc(F)cc3)CC2)cc1 | -12 | -7 | -13 | -2 | -0.5 | 1.3 | 6 | -1 | -1
Cc1ccc(-n2nc3c(c2NC(=O)C(C)(C)C)CSC3)c(C)c1 | -11 | -14 | 8 | 4 | -2.0 | -0.7 | 0 | -1 | -4
O=C(NC1(C(F)(F)F)N=C2SCCN2C1=O)c1ccco1 (configuration not stated) | 5 | -17 | -9 | -4 | 1.1 | 0.3 | 2 | 3 | -2
O=C(c1ccccn1)N1CCCC(N2CCN(Cc3ccc4c(c3)OCO4)CC2)C1 (configuration not stated) | -2 | -14 | -25 | -4 | 0.4 | 0.4 | 2 | 1 | -6
CCOc1ccc(C(=O)Nc2cccc(C(=O)O)c2)cc1Cl | -8 | -5 | -9 | -3 | -1.2 | -0.3 | 10 | 0 | -5
OC(CNCc1ccc(Cl)cc1)COc1ccccc1 (configuration not stated) | -14 | 10 | -3 | -16 | 8.7 | 7.0 | -8 | 27 | 0
O=C(O)C(Oc1ccc2c3c(c(=O)oc2c1)CCC3)c1ccccc1 (configuration not stated) | 15 | 2 | -32 | 0 | 0.2 | -0.8 | -7 | 7 | -2
CCCCCOC(=O)c1[nH]c2c(c1C)C(=O)C(C(=O)OC)C(C)C2 (configuration not stated) | -22 | -22 | -18 | -17 | 1.1 | 3.2 | -4 | 12 | -2
CC(C)Oc1cc(F)ccc1-c1cc(C(=O)NCCCn2ccnc2)[nH]n1 | . | 0 | -21 | . | . | . | -3 | 3 | -7
CCOc1ccc(S(=O)(=O)Nc2c(C)n(C)n(-c3ccccc3)c2=O)cc1 | -14 | -5 | 8 | -1 | -0.2 | -0.6 | 4 | 0 | -5
CCOc1ccc(C(=O)NCC(=O)OCC(=O)Nc2nnc(-c3ccccc3)o2)cc1 | -10 | -3 | -23 | 3 | -0.1 | 0.3 | 6 | 6 | -2
CC1CCN(c2ccc(C(=O)OCC(=O)NCCN3C(=O)CSC3=O)cc2[N+](=O)[O-])CC1 | -19 | -3 | 1 | -13 | 8.6 | 6.8 | -1 | 11 | -4
O=C(Nc1ccccc1-c1ccccc1)NC1CCN(CC(=O)N2CCOCC2)CC1 | -11 | 35* | 9 | -7 | 0.1 | 2.0 | -17 | 0 | -6
O=C(C1=C[C@H](C2CC2)C[C@H](OCCCCO)O1)N1CCN(Cc2ccc3c(c2)OCO3)CC1 | -17 | 8 | 1 | 1 | -0.7 | 0.0 | 0 | -1 | -4
Cn1c(CCN2CCCCC2)nc2cc(NS(=O)(=O)c3ccc(Cl)cc3)ccc21 | -1 | 23 | 0 | -5 | 4.8 | 5.3 | -10 | 7 | -6
Cc1ccc(S(=O)(=O)N2[C@@H](c3ccc(Br)cc3)C(C(=O)O)=C[C@H]2C(C)(C)C)cc1 | -9 | -10 | 9 | 0 | -0.3 | -0.5 | 6 | 1 | -7
CCCc1cc(=O)oc2cc(OCC(=O)NC3CCN(Cc4ccccc4)CC3)ccc12 | -33 | -1 | -29 | 0 | 1.7 | 2.1 | -5 | 1 | -5
CC(=O)c1cccc(N(C(=O)CNC(=O)c2ccco2)C(C(=O)NC2CCCC2)c2ccncc2)c1 (configuration not stated) | 4 | -29 | -8 | 1 | 0.3 | 0.1 | 12 | 8 | 1
CCCCCn1c(Sc2ncccn2)nc2c1c(=O)[nH]c(=O)n2C | -5 | -8 | -1 | -8 | 0.7 | 1.5 | 3 | 2 | -4
O=C(Cn1nnc2ccccc21)C1CC1 | 5 | -14 | -9 | -10 | 0.0 | 0.1 | 13 | 1 | -2
Cc1cc(C)n2nc(SCC(=O)N3CC(C)CC(C)C3)nc2n1 (configuration not stated) | -14 | -7 | 14 | 0 | 0.6 | 1.1 | 3 | -1 | -3
O=C(O)c1cc(-c2cccs2)nc2cc3c(cc12)OCCO3 | -8 | -3 | 3 | 6 | 3.0 | 1.1 | 1 | 0 | -2
COc1ccccc1NC(=O)Nc1nnc(CC(=O)Nc2ccccc2)s1 | 14 | . | 0 | -7 | 0.4 | 0.0 | . | 3 | .
CNc1ccc(C=C2C=Cc3ccccc32)cc1 | . | -16 | 4 | . | . | . | 8 | 0 | -1
COc1ccc(Oc2ccc3c(C(F)(F)F)cc(C(F)(F)F)nc3n2)cc1 | -6 | -10 | -9 | -1 | 0.1 | -1.1 | 5 | -2 | -6
CCc1cccc(NS(=O)(=O)c2csc(C(N)=O)c2)c1 | 9 | 24 | -4 | -17 | 5.4 | 6.6 | -15 | 5 | 1
Cc1ccc(S(=O)(=O)N2CCN(C(=O)Cn3c(=O)oc4ccccc43)CC2)cc1 | -17 | -4 | 3 | -2 | 1.0 | 0.7 | 8 | 5 | -5
O=C(CCn1cccc1)Nc1cc(F)ccc1F | 1 | -16 | -4 | 3 | 1.1 | 1.1 | 15 | 9 | -1
N/C(=N\OC(=O)COc1ccc2ccccc2c1Br)c1cccnc1 | -3 | . | 10 | -13 | -0.4 | 1.6 | . | 4 | .
N/C(=N\c1nc2ccccc2o1)NC(=O)c1ccccc1 | -34 | -25 | -5 | -15 | -1.5 | -0.3 | 6 | 16 | 1
C=CCn1c(-c2ccc(F)cc2)n[nH]c1=S | -2 | -9 | -2 | 0 | 0.7 | -0.5 | 8 | 2 | -13
COc1ccc2c(c1)C(=O)CC(c1ccc3c(c1)OCCO3)O2 (configuration not stated) | -4 | 0 | 7 | -20 | -0.7 | 0.1 | 13 | -1 | -1
O=C(CCNC(=O)c1ccccc1)NNC(=O)c1ccc(F)cc1 | 10 | -4 | -12 | -6 | 2.4 | 0.1 | 4 | 7 | -3
Nc1c(C(=O)c2ccc(F)cc2)oc2ccccc12 | 7 | -6 | 8 | -6 | -2.0 | -0.3 | 3 | 2 | 1
Cc1ccccc1NC(=O)Cc1nc(COC(=O)CNC(=O)c2ccc(Cl)cc2Cl)cs1 | . | -13 | -26 | . | . | . | -1 | 0 | -2
CC(=O)OC1OCCOC1NC(=S)Nc1ccc(C)cc1 (configuration not stated) | -13 | 1 | -13 | -5 | -0.3 | -0.9 | 5 | 6 | -7
CC(OC(=O)CSc1ccc(F)cc1)C(=O)NC1(C#N)CCCCC1 (configuration not stated) | -6 | -7 | -17 | 6 | 0.6 | 0.2 | 5 | 1 | -2
N#CCc1ccc(Oc2ccc([N+](=O)[O-])cn2)cc1 | 11 | 0 | -5 | -6 | -0.4 | 0.2 | 1 | 1 | -6
Cc1cccc2cc(C(c3nnnn3Cc3ccccc3)N3CCN(c4ccccc4)CC3)c(=O)[nH]c12 (configuration not stated) | -34 | -2 | 26 | -4 | -1.4 | -0.9 | 7 | 11 | -4
Fc1ccc(-c2nc3c4ccccc4ccn3c2Cc2ccccc2)cc1 | . | -8 | 4 | . | . | . | 4 | -1 | -2

3 records picked at random from the list so far, as already listed:
molecule | CHO parental Ca | M1 antag | TAAR1 antagonist | OXTR potentiator | OXTR ag | V1aR counter | CHRM1 PAM | TAAR1 agonist | CHRM1 agonist
CC(=O)OC1OCCOC1NC(=S)Nc1ccc(C)cc1 (configuration not stated) | -13 | 1 | -13 | -5 | -0.3 | -0.9 | 5 | 6 | -7
N/C(=N\OC(=O)COc1ccc2ccccc2c1Br)c1cccnc1 | -3 | . | 10 | -13 | -0.4 | 1.6 | . | 4 | .
COc1ccc2c(c1)C(=O)CC(c1ccc3c(c1)OCCO3)O2 (configuration not stated) | -4 | 0 | 7 | -20 | -0.7 | 0.1 | 13 | -1 | -1

Continued:
molecule | CHO parental Ca | M1 antag | TAAR1 antagonist | OXTR potentiator | OXTR ag | V1aR counter | CHRM1 PAM | TAAR1 agonist | CHRM1 agonist
COc1ccc(CCN(C)C(=O)c2cccc(S(=O)(=O)N3CCN(c4ccc(F)cc4)CC3)c2)cc1OC | . | 12 | 6 | . | . | . | -8 | 8 | -2
O=C(C[C@@H]1C/C=C\C[C@H](Cc2ccc(F)cc2)C(=O)OC[C@H]2CCCN2C1=O)N[C@H](CO)Cc1ccccc1 | -15 | 5 | 61* | -2 | 1.8 | 0.2 | -4 | 21 | -7
NCCCN1CCOCC1 | -5 | -7 | 7 | 1 | 1.0 | 0.2 | 7 | 7 | -2
O=C1CCN=C(Nc2ccc(F)cc2)N1Cc1ccccc1 | -21 | -4 | -3 | -8 | -0.4 | -0.8 | 0 | 7 | -3
CC1=C(C(=O)N2CCOCC2)CC(CC(=O)NCC2CCCCC2)C(=O)N1CCC1=CCCCC1 (configuration not stated) | . | -19 | -17 | . | . | . | 8 | 1 | -6
COc1cccc(NC(=O)c2ccnc(N3CCC(C(=O)NCc4ccccc4OC)CC3)c2)c1 | -23 | 13 | 21 | -10 | 3.1 | 6.2 | -12 | 4 | -4
COc1cc2[nH]c3c(Cl)ncnc3c2cc1OC | -3 | -9 | -10 | 1 | -1.4 | -0.6 | 11 | 1 | -8
